Compound activity deposited in PubChem by Sanford-Burnham Center for Chemical Genomics.
SENP1 inh – human SENP1 catalytic domain inhibitors, primary screen, biochemical, FRET, uHTS. Sentrin-specific protease 1 (Homo sapiens), Q9P0U3. recombinant SENP1 catalytic domain, CyPet-SUMO1-YPet FRET cleavage. inhibition, % at 10 µM. actives 0.21% (n = 360,000);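 active means inhibition at least 30% at 10 µM, raw YFP signal under a set limit, fluorescence ratio 0.5 to 1.5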;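 further: 0% = enzyme with DMSO and 100% = no enzyme wells; some results filed as inactive read as strong as hits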
Target sequence (Q9P0U3 419-644 limits assumed): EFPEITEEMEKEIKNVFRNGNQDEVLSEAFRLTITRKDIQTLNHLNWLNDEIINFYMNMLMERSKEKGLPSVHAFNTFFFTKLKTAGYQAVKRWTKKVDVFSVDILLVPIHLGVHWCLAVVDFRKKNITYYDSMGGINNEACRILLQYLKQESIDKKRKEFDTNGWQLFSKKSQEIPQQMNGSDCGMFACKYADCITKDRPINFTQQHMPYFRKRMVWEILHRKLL
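Material: hSENP1 catalytic domain, recombinant; medium: Tris pH 8 with BME, BSA, NP40 and catalase; compound: single concentration of 10 µM compound, 0.5% DMSO final; technique: FRET read of cyan and yellow fluorescence; timing: 50 min enzyme reaction, room temperature, light-protected; reagent: SFCypet-SUMO1-SFYpet substrate at 25 nM; control set: no-enzyme low, enzyme-DMSO high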
UBC13 inh – UBC13 polyubiquitin chain formation inhibitors, primary screen, biochemical, TR-FRET, uHTS. inhibition, % at 20 µM. actives 0.47% (n = 330,000). Ubiquitin-conjugating enzyme E2 N (Homo sapiens), P61088; in the data active means inhibition above about 45%, passing the limit was not always enough
Target sequence (P61088 whole entry, looked up): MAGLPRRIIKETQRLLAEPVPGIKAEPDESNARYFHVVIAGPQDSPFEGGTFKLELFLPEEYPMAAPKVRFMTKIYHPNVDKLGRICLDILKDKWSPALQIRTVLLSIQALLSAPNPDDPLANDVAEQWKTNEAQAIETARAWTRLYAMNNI
SENP8 block-1 – SENP8 protease inhibitors, primary screen, biochemical, luminescence | Sentrin-specific protease 8 (Homo sapiens), Q96LD8 | purified SENP8, Z-RLRGG-aminoluciferin cleavage | inhibition, % at 10 µM | actives 1.2% (n = 330,000) | AID 2540, 2010; in the data active means inhibition above about 50%
Target sequence (Q96LD8 whole entry, looked up): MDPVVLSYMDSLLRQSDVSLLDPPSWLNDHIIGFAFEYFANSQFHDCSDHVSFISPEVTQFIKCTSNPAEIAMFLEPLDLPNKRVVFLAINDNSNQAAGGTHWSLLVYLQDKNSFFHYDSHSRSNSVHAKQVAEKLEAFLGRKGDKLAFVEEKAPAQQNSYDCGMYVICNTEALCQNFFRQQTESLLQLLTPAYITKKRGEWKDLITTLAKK
SENP6 block – SENP6 protease inhibitors, primary screen, biochemical, luminescence, uHTS; Sentrin-specific protease 6 (Homo sapiens), Q9GZR1; inhibition, % at 10 µM; actives 1.8% (n = 330,000); Recombinant SENP6 catalytic domain, aminoluciferin luminescence;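 active means inhibition above about 50% at the single tested dose, limit read from the data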;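 further: plate controls were DMSO wells with enzyme for no effect and DMSO wells lacking enzyme for full effect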
A3G deaminase – APOBEC3G DNA deaminase inhibitors, primary screen, biochemical, fluorescence, single-stranded DNA substrate, uHTS; recombinant A3G, ssDNA deamination FAM/TAMRA fluorescence; DNA dC->dU-editing enzyme APOBEC-3G (Homo sapiens), Q9HC16; AID 493012, 2011; inhibition, % at 20 µM; actives 0.28% (n = 330,000);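 active means inhibition of at least 40% at 20 µM, with no more than 30% in the related APOBEC3A deaminase screen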;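 further: plate controls were DMSO wells with A3G for no effect and wells lacking A3G enzyme for full effect; some compounds called inactive have numbers as strong as hits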
Target sequence (Q9HC16 whole entry, looked up): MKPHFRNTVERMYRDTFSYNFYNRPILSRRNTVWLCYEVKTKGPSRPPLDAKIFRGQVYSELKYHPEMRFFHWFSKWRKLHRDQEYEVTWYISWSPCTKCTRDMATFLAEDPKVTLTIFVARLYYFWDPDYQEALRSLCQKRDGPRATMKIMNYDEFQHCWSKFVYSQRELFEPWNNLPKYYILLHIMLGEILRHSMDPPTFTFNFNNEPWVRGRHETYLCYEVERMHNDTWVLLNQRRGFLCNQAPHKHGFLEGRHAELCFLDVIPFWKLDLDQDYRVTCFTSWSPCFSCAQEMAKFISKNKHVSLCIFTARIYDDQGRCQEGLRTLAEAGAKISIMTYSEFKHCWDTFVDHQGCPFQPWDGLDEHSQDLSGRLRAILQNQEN
SENP8 block-2 – human SENP8 protease inhibitors, primary screen, biochemical, fluorescence, Nedd8 protein substrate, uHTS; recombinant SENP8; inhibition, % at 20 µM; Sentrin-specific protease 8 (Homo sapiens), Q96LD8; actives 0.64% (n = 360,000); AID 602440, 2012; in the data active means inhibition mostly above about 40%, no sharp cut-off; inactive means mostly below about 27%
Apaf-1 inh – inhibitors of human Apaf-1 apoptosome, primary screen, biochemical, DEVD-Rh110 fluorescence, uHTS. Apoptotic protease-activating factor 1 (Homo sapiens), O14727. reconstituted apoptosome caspase-3 activity. inhibition, % at 20 µM. actives 0.71% (n = 330,000); active means inhibition of at least 40% at 20 µM;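 further: plate controls were DMSO wells for no effect and DEVD-CHO caspase inhibitor wells for full effect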
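Assay system: Apoptosome proteins | Medium: pH 7.5 Hepes buffer with CHAPS, BSA, DTT | Also added: Cytochrome c and DEVD-Rh110 substrate | Times: 30 min plus 50 min, RT | Detection: Rhodamine 110 fluorescence at Ex 480/Em 540 nm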
SENP7 block – SENP7 protease inhibitors, primary screen, biochemical, luminescence, uHTS | Sentrin-specific protease 7 (Homo sapiens), Q9BQF6 | recombinant SENP7, Z-RLRGG-aminoluciferin luminescence, 40 min | inhibition, % at 5 µM | actives 1.5% (n = 330,000) | AID 434973, 2010;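 active means inhibition above about 50% at the single test dose, limit read from the data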;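 further: plate controls were DMSO with enzyme for no effect and no enzyme buffer wells for full effect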
* marks the source's active call; other numbers are inactive results; . = not tested or not shown. An unsorted share of the library (roughly 3.6% active in at least one column).

SMILES	SENP1 inh	UBC13 inh	SENP8 block-1	SENP6 block	A3G deaminase	SENP8 block-2	Apaf-1 inh	SENP7 block
CN(Cc1nc(-c2cnccn2)no1)CC(O)c1ccccc1 (configuration not stated)	0	13	-1	-2	-5	13	-8	-2
CCN(C(=O)CSc1ncccc1C(=O)Oc1cccc([N+](=O)[O-])c1)c1cccc(C)c1	0	2	0	4	2	31	29	4
COc1ccc(-c2cc(C(=O)O)c(C)o2)cc1OC	2	1	73*	87*	0	6	7	82*
Cc1nn(-c2ccccc2)c(Cl)c1/C=C/C(=O)c1ccccc1	7	-4	-14	-3	-5	42*	25	4
COCCN(C(=O)COC(=O)CCCOc1ccccc1)c1c(N)n(Cc2ccccc2)c(=O)[nH]c1=O	1	-1	-3	0	-3	11	6	4
CC(C)c1[nH]nc2c1C(C(C)C)C(C#N)=C(N)O2 (configuration not stated)	0	-3	0	-31	-8	40*	2	-9
CCc1nn(CC(=O)NCCCN(Cc2ccccc2)C(C)C)c(=O)c2cc3sccc3n12	0	1	-1	-18	-5	1	-4	-7
O=C(CCc1ccc(S(=O)(=O)N2CCOCC2)cc1)Nc1ccccc1F	0	10	-3	5	-4	8	-4	6
O=C1C2C3C=CC(C3)C2C(=O)N1c1nccs1 (configuration not stated)	2	-2	-7	-1	-2	9	-4	0
CCOc1ccc(-n2c(O)c(/C=N/NC(=O)C3COc4ccccc4O3)c3ccccc3c2=O)cc1 (configuration not stated)	-26	11	-4	18	-7	-174	20	-2
CCc1c(C)nc2cc(-c3ccc(OC)cc3)[nH]n2c1=O	2	-1	4	-7	0	-54	14	14
Cc1[nH]c2c(ccc3cccnc32)c1C	-1	3	-7	0	0	-112	-4	-1

Next part, starting with the last 7 of the part before.
SMILES	SENP1 inh	UBC13 inh	SENP8 block-1	SENP6 block	A3G deaminase	SENP8 block-2	Apaf-1 inh	SENP7 block
CC(C)c1[nH]nc2c1C(C(C)C)C(C#N)=C(N)O2 (configuration not stated)	0	-3	0	-31	-8	40*	2	-9
CCc1nn(CC(=O)NCCCN(Cc2ccccc2)C(C)C)c(=O)c2cc3sccc3n12	0	1	-1	-18	-5	1	-4	-7
O=C(CCc1ccc(S(=O)(=O)N2CCOCC2)cc1)Nc1ccccc1F	0	10	-3	5	-4	8	-4	6
O=C1C2C3C=CC(C3)C2C(=O)N1c1nccs1 (configuration not stated)	2	-2	-7	-1	-2	9	-4	0
CCOc1ccc(-n2c(O)c(/C=N/NC(=O)C3COc4ccccc4O3)c3ccccc3c2=O)cc1 (configuration not stated)	-26	11	-4	18	-7	-174	20	-2
CCc1c(C)nc2cc(-c3ccc(OC)cc3)[nH]n2c1=O	2	-1	4	-7	0	-54	14	14
Cc1[nH]c2c(ccc3cccnc32)c1C	-1	3	-7	0	0	-112	-4	-1
CC(C)(C)NC(=O)CN(C(=O)CNS(=O)(=O)c1ccc(Cl)cc1)c1ccc2c(c1)OCCO2	2	2	9	0	-13	10	3	0
CSCC(O)Cn1ncc2ccccc2c1=O (configuration not stated)	-5	-4	-4	-29	5	8	-1	-14
O=C(NCc1ccccc1)C1c2ccccc2Oc2ccccc21	-3	5	-4	-13	-11	-5	4	-2
O=C(CS(=O)(=O)c1cn(CC(=O)N2CCOCC2)c2ccccc12)NCc1ccc(F)cc1	1	-8	-8	-20	-4	-55	2	1
CCC(=O)Nc1ccc(NC(=O)c2cc3ccccc3o2)cc1	0	-2	-6	-16	4	19	6	7
Cc1ccc(-c2csc(NC(=S)NC(=O)c3ccco3)n2)cc1	-2	-9	-8	-26	-9	4	6	-15
O=C(NCCCN1CCN(c2ccccc2F)CC1)Nc1ccc(F)cc1	2	10	-4	-6	-9	8	8	-4
COc1n[nH]c(C(=O)Nc2nc3ccccc3s2)c1[N+](=O)[O-]	0	-10	91*	96*	-2	16	4	92*
CC(C)Cn1c(=S)[nH]c2cc(C(=O)NCc3ccccc3F)ccc2c1=O	0	1	-5	-17	-1	-66	-1	-8
O=C(Cc1ccc(NC2=NC3CS(=O)(=O)CC3S2)cc1)NCc1ccccc1 (configuration not stated)	0	2	9	1	-7	-8	3	-4
COC(=O)CSc1nnc([C@H](Cc2ccccc2)NC(=O)OC(C)(C)C)o1	4	3	7	1	-5	18	-3	-4
COc1cccc2cc(C(C)N(CCCN3CCOCC3)C(=S)Nc3cc(C)ccc3C)oc12 (configuration not stated)	13	-9	2	7	2	26	4	8
CC1(C)CC(=O)C=C(Nc2ccc(F)cc2F)C1	0	-17	-6	-9	9	4	-1	-7
Cc1ccc(NC(=O)COC(=O)CN2CCCCCC2=O)cc1C	0	-12	-8	-25	-5	15	3	-2
COc1ccc(C)cc1C(=O)CCC(=O)N1CCN(c2ccccc2F)CC1	6	-3	3	-16	-10	1	14	4
COc1ccc(OC)c(NC(=O)c2ccc3c(c2)OCO3)c1	1	-6	-7	-12	-6	-4	2	-14
S=C(Nc1ccc(Cl)cc1)c1sc(N2CCCCC2)nc1N1CCOCC1	-1	3	-1	-19	2	13	10	-1
OCC1=C[C@@H](O)C2C=CO[C@@H](O[C@@H]3O[C@H](CO)[C@@H](O)[C@H](O)[C@H]3O)C12 (some centres not stated)	0	12	-9	-11	-8	20	4	-4
CCCCC(C(=O)NC(C)(C)C)N(Cc1ccccc1Cl)C(=O)c1snc(C(N)=O)c1N (configuration not stated)	-15	34	4	6	-2	-301	23	5
N#CNC(=Nc1cccc(F)c1)SCc1ccccc1	1	7	-1	-7	-5	8	-5	1
O=C(CCC1CCCCC1)NNC(=O)c1cnccn1	2	-8	-4	-7	-7	22	-6	2
Cc1c(Cl)c([N+](=O)[O-])nn1CC(=O)N1CCc2ccccc2C1	1	0	3	-7	-3	30	4	3
Cc1ccc(SCCC(=O)N(C)C)cc1	4	-8	-10	-7	9	13	-15	-6
COc1ccccc1CNC(=O)CN(C)S(=O)(=O)c1cccc2cccnc12	-3	20	2	5	-6	6	-20	5
COC(=O)Nc1nc(C)c(C(=O)N(C)C)s1	-1	5	-5	-33	-4	14	0	10
Cc1cc(C)n2c(-c3ccccc3Cl)nnc2n1	-3	-8	-8	-9	-6	-42	10	-10
O=C1CN(C(=O)CC2C(=O)NCCN2Cc2ccccc2C(F)(F)F)CCN1 (configuration not stated)	-4	4	-4	-5	-5	-99	-8	-9
CCCC(=O)C1=C(O)C(C(=O)OC)C(C)(C)CC1=Nc1cccc([N+](=O)[O-])c1 (configuration not stated)	1	-10	7	7	-2	5	5	1
COC(=O)c1ccc(COc2ccc(/C=C/C(=O)c3ccc(OC)c(CSCC(=O)O)c3)cc2OC)cc1	-49	-12	3	3	20	-372	40	-2
O=C(Nc1cccnc1)c1cc(F)cc(F)c1	3	-4	-3	-5	-3	12	-11	-4
O=C(CSc1ccc(-c2cccc([N+](=O)[O-])c2)nn1)NCc1ccccc1	3	-4	-4	-3	-7	30	-9	5
CC1C/C(=C/c2ccco2)C(=O)/C(=C/c2ccco2)C1 (configuration not stated)	.	6	4	-10	83	.	9	1
NNc1nc2ccc(Cl)cc2s1	0	-2	2	12	-5	1	0	-7
CSCCC(=O)NC1CC(C)(C)Cc2c1cnn2-c1ccccc1C (configuration not stated)	-3	-3	-1	0	-2	-4	0	10
COc1ccc(OC(C)C(=O)Nc2ccc(F)cc2F)cc1 (configuration not stated)	1	-8	-12	8	-5	8	5	1
CCn1cc(S(=O)(=O)CC(=O)Nc2ccc3c(c2)OCCO3)c2ccccc21	1	-8	10	15	-1	9	1	4
CCC/C=C1/CCCOC(C(=O)NCc2cc(C)n(C)n2)(C(F)(F)F)C1 (configuration not stated)	1	1	-3	0	-5	15	-3	4
Cc1nc(SCC(=O)NCC(F)(F)F)c2c(-c3cccs3)csc2n1	-1	-7	0	3	2	5	11	17
O=C(COc1cccnc1[N+](=O)[O-])Nc1cccc2ccccc12	0	7	8	-2	-5	5	-5	4
Cc1ccc(C(O)CN2C3=NCCN3c3ccccc32)cc1 (configuration not stated)	2	5	0	-8	-4	22	-5	-1
CC(=O)C1C(c2ccc(Cl)cc2)c2c(noc2C)CC1(C)O (configuration not stated)	1	3	0	-23	-6	26	-4	0
CCOC(=O)N1CCN(C(=O)c2cc(COc3cccc(C(F)(F)F)c3)on2)CC1	2	-3	-9	5	-7	-5	5	6
CC1(CCc2ccccc2)NC(=O)N(Cc2nnc(-c3ccccc3Br)o2)C1=O (configuration not stated)	0	-3	3	15	-5	1	-18	-1
COCC(C)n1c(C)cc(C(=O)COC(=O)c2ccc3c(c2)NC(=O)CS3)c1C (configuration not stated)	0	-4	3	-1	1	22	13	2
COCCOC(=O)C1=C(C)N=C2SCCC(=O)N2C1c1cccc(Br)c1 (configuration not stated)	2	-14	-12	-3	0	15	4	0
COc1ccccc1C1CC(c2ccccc2)=NN1C(=O)c1ccccc1 (configuration not stated)	0	-2	-1	10	-3	7	25	-8
CC1(C)CC[C@]2(C(=O)O)CC[C@]3(C)C(=CC[C@@H]4[C@@]5(C)CC[C@H](O)C(C)(C)[C@@H]5CC[C@]43C)[C@@H]2C1	-1	-21	3	2	-5	-2	-28	6
O=C(N/N=C/c1cccc(O)c1)c1ccc(NC(=O)c2cccc([N+](=O)[O-])c2)cc1	0	-10	2	-1	-4	5	-10	-4
O=C(c1cc2cc([N+](=O)[O-])ccc2oc1=O)n1cccn1	-1	-9	4	3	21	8	-3	9
O=C1C=C(c2ccc(C(=O)O)c(Cl)c2)C[C@@H](c2ccc3c(c2)OCO3)C1	0	-4	8	6	-7	7	7	7
CCN1CCN(C(CNS(=O)(=O)c2cccs2)c2cccnc2)CC1 (configuration not stated)	0	9	5	-5	-7	9	-4	4
CCN(CC)CCCNC(=S)N(Cc1cccs1)Cc1cc2cc3c(cc2[nH]c1=O)OCCO3	-12	15	-5	-24	0	-414	11	-2
C=CCNc1nc(-c2ccc3c(c2)OCCO3)cs1	-3	10	82*	90*	-11	10	-4	66*
N#C/C(=C\c1ccccc1O)C(=O)Nc1cccnc1	-2	-12	51*	77*	1	3	-1	75*
Cc1ccc(S(=O)(=O)c2cc3c(=O)n4ccccc4nc3n(C3CCCCC3)c2=N)cc1	-33	-6	-9	-23	-4	-21	27	2
CC(=O)c1sc(NC(=O)C2=NN(c3ccccc3)C(=O)CC2)nc1C	2	-1	6	1	-4	15	-23	-1
CCCCn1c(SCc2nc(N)nc(N3CCCCC3)n2)nc2c1c(=O)n(C)c(=O)n2C	-1	-8	-5	-4	-1	16	-10	1
COc1ccc(CCN(C)C2CCCN(C(=O)c3ccnn3C)C2)cc1OC (configuration not stated)	1	0	-6	-23	-9	-4	-8	3
COc1ccc(-c2cc(C(F)F)n3ncc(C(=O)N4CCSCC4)c3n2)cc1	-50	9	1	-10	-6	-433	9	2
O=C(N/N=C/c1ccco1)c1ccc(Br)o1	-1	-13	-43	-7	-1	14	2	6
